High-throughput results from PubChem.
DT40 TDP1 no CPT = qHTS for Inhibitors of human tyrosyl-DNA phosphodiesterase 1 (TDP1): qHTS in cells in absence of CPT; 420,000 tested, 15% active; DT40 Tdp1-/- hTDP1 cells, no CPT, ATP luminescence, 48 h; Potency, µM (highest dose often 46.2 µM), for the others: top-dose activity change, negative = growth inhibition, hits mostly inhibitors; AID 686978, 2013; also: nearly all actives have a fitted effect of over 55% in size
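Luminescent ATP content (CellTiter-Glo) served as the growth readout. Knockout chicken DT40 cells expressing human TDP1 were exposed to compounds without camptothecin for a minimum 48 hr at 37 °C.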
DT40 TDP1 CPT = DT40-hTDP1 cell growth loss with CPT | chicken DT40 Tdp1-/-;hTDP1 cells + 20 nM CPT, ATP luminescence, 48 h | Potency, µM (series often up to 46.2 µM), for inactives: top-dose activity change, negative = growth inhibition, most hits filed as inhibitors | 420,000 tested, 12% active | AID 686979; also: nearly all actives have a fitted effect of over 55% in size
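Chicken DT40 Tdp1-/- cells stably complemented with human TDP1 were seeded at 400 cells/well in medium containing 20 nM camptothecin, exposed to pin-transferred compounds, and grown at 37 °C for at least 48 hr. Viability was read as ATP luminescence.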
KAT2A inh = blocks human GCN5L2 histone acetyltransferase; 390,000 tested, 0.21% active; AID 504327; Q92830; Potency, µM (doses to about 58.9 µM), inactives show at the top dose activity change, negative = inhibition, actives largely listed as inhibitors; GCN5L2 HAT assay, ThioGlo1 CoA-SH fluorescence
Target sequence (Q92830 whole entry, looked up): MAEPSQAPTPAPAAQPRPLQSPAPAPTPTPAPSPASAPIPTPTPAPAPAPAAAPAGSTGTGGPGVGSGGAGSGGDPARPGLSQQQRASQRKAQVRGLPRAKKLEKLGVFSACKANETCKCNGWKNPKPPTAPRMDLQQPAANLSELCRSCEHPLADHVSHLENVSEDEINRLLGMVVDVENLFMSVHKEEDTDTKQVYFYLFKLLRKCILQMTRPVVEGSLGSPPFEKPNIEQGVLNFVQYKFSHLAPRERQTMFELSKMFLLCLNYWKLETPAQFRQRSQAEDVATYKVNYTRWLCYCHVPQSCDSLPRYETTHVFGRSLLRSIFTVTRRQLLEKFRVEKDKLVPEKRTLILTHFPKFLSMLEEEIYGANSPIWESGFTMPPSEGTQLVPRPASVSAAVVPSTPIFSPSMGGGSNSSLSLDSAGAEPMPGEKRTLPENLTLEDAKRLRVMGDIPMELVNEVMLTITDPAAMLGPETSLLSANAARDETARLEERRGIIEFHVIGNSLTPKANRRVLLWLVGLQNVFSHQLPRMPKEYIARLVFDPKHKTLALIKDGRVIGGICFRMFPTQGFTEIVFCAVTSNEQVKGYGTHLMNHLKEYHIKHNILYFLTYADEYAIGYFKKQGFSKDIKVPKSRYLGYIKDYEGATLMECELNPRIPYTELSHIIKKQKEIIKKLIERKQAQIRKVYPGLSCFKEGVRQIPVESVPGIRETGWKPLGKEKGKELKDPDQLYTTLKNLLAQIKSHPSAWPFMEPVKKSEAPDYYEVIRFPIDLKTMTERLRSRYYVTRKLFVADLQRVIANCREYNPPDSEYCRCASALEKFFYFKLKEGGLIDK
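Titration-based screen in which CoA formation is detected via maleimide probe ThioGlo1 (50uM) turning fluorescent on thiol reaction; substrates H3(1-25) 75uM and acetyl-CoA 70uM, GCN5L2 20nM, 20 min incubation at room temperature.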
The depositor's hits bear a star; ? = inconclusive; . = not tested or not shown; [ ] = remark or other dose. Calls follow the shape of the dose curve; as a rule, active = well fitted curve in the direction sought with a large enough effect; inconclusive = small, poorly fitted or top-dose-only effect, or another doubt; inactive = no such curve, though single readings can be large; an effect the other way counts as inactive or inconclusive. % is scaled to controls: 0 for no effect and ±100 for the full control effect; potency is read from the fitted curve at half-maximal effect.

The line under a structure holds: DT40 TDP1 no CPT	DT40 TDP1 CPT	KAT2A inh
COc1ccc(-n2nc(C(N)=O)c(O)cc2=O)cc1
  -16%	2%	-2%
COc1cccc(Cn2c(C(C)n3c(-c4cnccn4)nc4ccccc43)nc3ccccc32)c1 (centres undefined)
  21µM*	?	.
Cc1cccc(OC2(c3ccccc3)OC(=O)c3ccccc32)c1C (centres undefined)
  ?	-18%	27%
COc1cccc(/C=N/NC(=O)c2ccoc2C)c1
  -23%	-4%	-2%
Cn1c(N)c(C(=O)COc2ccc(Cl)cc2Cl)c(=O)n(C)c1=O
  ?	?	-3%
COC(=O)CC1C(=O)NCCN1C(=S)Nc1cc(C)cc(C)c1 (centres undefined)
  2%	-4%	4%
CCN=c1scc(-c2ccco2)n1/N=C/c1ccc(O)cc1
  -25%	?	-6%
COc1ccc(Oc2cccc(Cl)c2CNC(=O)c2ccccc2C(=O)O)cc1
  -27%	?	-14%
CCOC(=O)C1CCN(c2nc3cc(OC)ccc3cc2C#N)CC1
  -14%	-17%	-15%
CCc1nnc(NC(=O)[C@@H]2CCCN2C(=O)c2cccs2)s1
  3%	4%	.
CC(C)(C)c1ccc(C(=O)NCCC(=O)NCc2ccc(F)cc2)cc1
  ?	-21%	.
N#CC1(Nc2cccc(Cl)c2)CCCC1
  -23%	8%	.
O=C(O)c1ccc(Cl)c(S(=O)(=O)Nc2ccc(OCc3ccccc3)cc2)c1
  ?	3%	-5%
Cc1ccc(C(=O)C=CC=Cc2ccccc2)cc1
  ?	?	.
O=C(NCc1ccc(F)cc1)c1cccc(S(=O)(=O)N2CCOCC2)c1
  15%	2%	-1%
CCOc1ccccc1NC(=O)C1C2CCC3C(CCC21)C3(Cl)Cl (centres undefined)
  ?	-20%	-12%
CCOC(=O)c1sc(=S)n(-c2ccccc2)c1C
  -23%	-9%	-3%
CCOCCCN(C(=O)c1snc(C(N)=O)c1N)C(C(=O)NC1CCCC1)c1ccc(F)cc1 (centres undefined)
  -17%	-8%	-4%
COCCn1c(=S)[nH]c2ncccc2c1=O
  -17%	-2%	-9%
COc1ccccc1CNC(=O)C1CCCCN1S(=O)(=O)c1ccccc1 (centres undefined)
  -28%	?	-5%
CCCCc1nnc(NC(=O)CSc2nc(O)c(-c3ccccc3)c(=O)[nH]2)s1
  -12%	4%	-3%
CCCc1cc(=O)[nH]c(SCc2nc3ccccc3s2)n1
  -21%	0%	-7%
COC(=O)c1ccc(Cn2nnc3c(=O)[nH]c(C4CCCN(S(=O)(=O)c5ccc(C)cc5)C4)nc32)cc1 (centres undefined)
  ?	-20%	-17%
O=C(NC1CCCCCC1)c1ccc(=O)n(Cc2ccccc2)n1
  ?	?	0%
COc1ccc(-c2nc(-c3ccccc3)c(-c3ccc(O)cc3)[nH]2)cc1
  8.2µM*	13µM*	-12%
Cc1onc(-c2c(F)cccc2Cl)c1C(=O)N1CCCC1
  8%	3%	-6%
O=C1c2c([N+](=O)[O-])cc([N+](=O)[O-])cc2S(=O)N1Cc1ccccc1 (centres undefined)
  17%	1%	28µM*
CC(C)NC(=S)N/N=C/C1=CCC2CC1C2(C)C (centres undefined)
  ?	?	-8%
Cc1ccn2c(Nc3ccc4c(c3)OCCO4)c(-c3cccs3)nc2c1
  ?	?	-13%
CC(=O)Nc1ccc(NC(=O)CSc2nnc(C)c(=O)n2N)cc1
  -20%	?	?
COc1cccc(NC(=O)NC2CCCCCCC2)c1
  5%	?	-26%
COc1cc(CC(=O)NCC(C)(C)N2CCOCC2)cc(OC)c1OC
  -2%	-2%	1%
CCCc1cc(=O)[nH]c(SCCOc2ccc(OCC)cc2)n1
  -27%	?	-2%
O=C1OCCC1Sc1nc2ccccc2c(=O)n1Cc1ccccc1 (centres undefined)
  0%	-1%	-10%
CCOC(=O)Nc1sc(=S)n(C)c1C
  -2%	-6%	-3%
CC/C(O)=C1\C(=O)CC(C)(C)CC1=NCCc1nc2ccccc2[nH]1
  21µM*	23µM*	-1%
O=P(Cc1ccncc1)(c1ccccc1)c1ccccc1
  -2%	-1%	-2%
Cc1cc(C(=O)c2ccc3ccccc3c2)c(C)o1
  ?	-28%	.
CC1(C)SC(=Nc2ccccc2)N(S(=O)(=O)c2ccccc2)C1=O
  -12%	?	-5%
COc1ccc(CNC(=S)Nc2ccc(Br)cc2)cc1
  18µM*	?	-14%
CC(NC(=O)c1cncc(Br)c1)c1ccc(S(N)(=O)=O)cc1 (centres undefined)
  8%	-14%	4%
CNc1ccc(/C=C2\C=Cc3ccccc32)cc1
  -99%	?	.
CN(C)S(=O)(=O)c1ccc(Cl)c(C(=O)Nc2cccc([N+](=O)[O-])c2)c1
  21µM*	18µM*	-17%
COc1cc(-c2nnc(SCc3cccnc3)n2C)cc(OC)c1O
  14%	-2%	-4%
C=CCn1c(C)nnc1SCC(=O)Nc1nc(C)c(C(=O)N(C)C)s1
  19%	-9%	-22%

Quoted from the listing.
DT40 TDP1 no CPT with COc1cccc(NC(=O)NC2CCCCCCC2)c1 = 5%
DT40 TDP1 no CPT with COc1cc(CC(=O)NCC(C)(C)N2CCOCC2)cc(OC)c1OC = -2%
KAT2A inh with CCCc1cc(=O)[nH]c(SCCOc2ccc(OCC)cc2)n1 = -2%
DT40 TDP1 CPT with CCOC(=O)Nc1sc(=S)n(C)c1C = -6%
DT40 TDP1 no CPT with CNc1ccc(/C=C2\C=Cc3ccccc32)cc1 = -99%

(listing goes on)
The line under a structure holds: DT40 TDP1 no CPT	DT40 TDP1 CPT	KAT2A inh
O=C(Cc1ccc(Br)cc1)OCC(=O)c1ccc[nH]1
  9%	5%	-7%
CCOC(=O)c1ccc(NC(=O)c2nc[nH]c2C(=O)N[C@@H](C)C(=O)OC(C)(C)C)cc1
  ?	?	-1%
CCC1CCCCN1C(=O)CSc1nnc(CNC(=O)c2cc(OC)c(OC)c(OC)c2)o1 (centres undefined)
  -14%	-7%	0%
CN(C)C(=O)CSc1nc2ccc(N3C(=O)c4ccccc4C3=O)cc2s1
  -11%	-3%	-2%
CC(C)(C)c1ccc(C(=O)OCC(=O)Nc2sc3c(c2C#N)CCC3)cc1
  ?	?	-2%
COc1ccccc1OCc1ccc(C(=O)NCc2ccco2)o1
  -11%	-14%	-22%
C[C@@]12CCC=C[C@H]1[C@H](c1ccc(/C=C/c3ccccc3)cc1F)N(Cc1ccccc1)C2=O
  21µM*	15µM*	1%
COc1ccc2c(c1)sc1ncc(C(=O)NCc3ccc(Cl)cc3)c(=O)n12
  9%	16%	-7%
CC(SCc1ccccc1)C(=O)N/N=C/c1ccc2c(c1)OCO2 (centres undefined)
  -17%	-28%	0%
CCOC(=O)[C@@H]1[C@H]2COc3ccc(Br)cc3[C@@H]2N2C(=O)N(c3ccc(F)cc3)C(=O)[C@]12C
  ?	-8%	-27%
Cc1ccccc1NC(=O)c1ccccc1NC(=O)c1ccco1
  -16%	-23%	3%
COc1ccc(N2CCN(C(CNC(=O)C(=O)NC3CC3)c3ccco3)CC2)cc1 (centres undefined)
  2%	-5%	0%
CCN1CCN(CCCNC(=O)c2ccc3c(c2)N(Cc2ccc(C)cc2)CCS3)CC1
  ?	?	-14%
Nc1ccc(CCn2ccnc2)cc1
  31%[activator]	9%	23%
CCC(=O)N1CCC1(C)C(=O)Nc1cccc(Oc2ccccc2)c1 (centres undefined)
  -21%	?	.

A second format for part of the listing above:
CC(C)(C)c1ccc(C(=O)OCC(=O)Nc2sc3c(c2C#N)CCC3)cc1
- DT40 TDP1 no CPT: ?
- DT40 TDP1 CPT: ?
- KAT2A inh: -2%

COc1ccccc1OCc1ccc(C(=O)NCc2ccco2)o1
- DT40 TDP1 no CPT: -11%
- DT40 TDP1 CPT: -14%
- KAT2A inh: -22%

C[C@@]12CCC=C[C@H]1[C@H](c1ccc(/C=C/c3ccccc3)cc1F)N(Cc1ccccc1)C2=O
- DT40 TDP1 no CPT: 21µM*
- DT40 TDP1 CPT: 15µM*
- KAT2A inh: 1%

COc1ccc2c(c1)sc1ncc(C(=O)NCc3ccc(Cl)cc3)c(=O)n12
- DT40 TDP1 no CPT: 9%
- DT40 TDP1 CPT: 16%
- KAT2A inh: -7%

Continued:
smiles | DT40 TDP1 no CPT | DT40 TDP1 CPT | KAT2A inh
CC1CCN(S(=O)(=O)N2CCCC(C(=O)NCc3ccc(F)cc3)C2)CC1 (centres undefined) | ? | ? | 1%
C[C@]12C(=O)N(c3ccc(Br)cc3)C(=O)N1[C@H]1c3ccccc3OC[C@@H]1[C@H]2c1ccccc1 | ? | -18% | -6%
COc1cc(O)c2c(=O)cc(-c3ccccc3)oc2c1 | ? | ? | -2%
CCC(=O)N(Cc1ccco1)c1nc(-c2ccc(OC)cc2)cs1 | -6% | -14% | -2%
Cc1cc(C)cc(NC(=O)Nc2ccc3c(c2)CCC3)c1 | ? | ? | -2%
Cc1c(CC(=O)N2C[C@H]3C[C@@H](C2)c2cccc(=O)n2C3)c(=O)oc2cc3occ(C(C)(C)C)c3cc12 | ? | ? | -8%
O=C(CCc1ccccc1F)N1CCN(c2ccccc2)CC1 | -10% | -13% | -2%
CC(C)(C)CC(=O)Nc1nnc2n1CCS2 | 2% | -22% | 1%
CCOC(=O)c1cc(-c2ccc(C)cc2)n(CCCC(=O)Nc2cc(C)ccc2C)c1 | ? | ? | -1%
CN(C)C(=O)CSc1nc(-c2cccs2)c(-c2cccs2)[nH]1 | -11% | -23% | -3%
Cc1cccc(C)c1NC(=O)CN1CCc2ccccc2C1 | 16µM* | 10µM* | .
COc1ccc(-c2cc(C(F)(F)F)n3nc(C(=O)O)cc3n2)cc1OC | -21% | 4% | -5%
C/C(=C\c1ccc(C)o1)C(=O)c1c(C)cc(C)[nH]c1=O | 18% | -11% | -22%
O=C(CSCc1ccccc1Br)N/N=C/c1ccc2c(c1)OCO2 | ? | ? | -11%
CC(C)C(=O)NC(=S)Nc1ccccn1 | -2% | -3% | -3%
COc1cc(C(=O)NCCCNc2nc3cc(C)cc(C)c3cc2C#N)cc(OC)c1OC | ? | ? | -10%
CC(C)CN(Cc1c(O)ccc2ccccc12)CC(C)C | ? | ? | -8%
CCOC(=O)N1CCN(S(=O)(=O)c2ccc3c(c2)CCN3C(=O)C2CC2)CC1 | -21% | -27% | -10%
CCOC(=O)C1(C)CCN1C(=O)c1ccc(N(C)C)cc1 (centres undefined) | -11% | -13% | .
Cc1ccc(CNC(=O)c2ccc(Cl)c(S(=O)(=O)N3CCCCC3)c2)cc1 | -1% | -27% | 0%
COc1ccc(CCNC(=O)COc2ccc(C)nc2[N+](=O)[O-])cc1 | -9% | -15% | -9%
CCOC(=O)/C(=C/c1ccc(F)cc1)NC(C)=O | 16% | 3% | 0%
Cc1nn(-c2ccccc2)c(N)c1C1(O)C(=O)Nc2ccccc21 (centres undefined) | 2% | -4% | -3%
CCCCCn1c(=S)[nH]c2ncccc2c1=O | -25% | -10% | 0%
O=C(Nc1cccc(Cl)c1Cl)c1ccco1 | 5% | 3% | .
COc1cccc(OC)c1C(=O)Nc1ccccc1C(=O)N1CCCCCC1 | -1% | -3% | 0%
CC(C)N1C(=O)C2C(c3ccccc3O)NC(C)(C(=O)O)C2C1=O (centres undefined) | -8% | -3% | -1%
COc1cc(-c2noc(CCC(=O)NC3CCCC3)n2)cc(OC)c1OC | -9% | ? | -7%
Cc1ccc(C(=O)Nc2ccc(N3CCN(C)CC3)cc2)cc1C | -16% | -29% | -7%
C[C@H]1CN([C@@H](C)CO)C(=O)CCCn2nncc2CO[C@@H]1CN(C)Cc1ccccc1C(F)(F)F | -21% | 18µM* | .
COc1cc(-c2cccnc2)cc2c1OCCN(C(=O)Cc1csc(C)n1)C2 | -6% | 12% | .
O=C(COc1ccccc1Cl)Nc1ccccc1OCc1cc(=O)n2ccccc2n1 | -1% | -8% | -5%
O=C(c1ccco1)N1CCN(Cc2ccc(F)cc2)CC1 | -13% | -11% | -6%
CCCC(C)NC(=O)Cc1ccc(Br)cc1 (centres undefined) | -22% | -15% | 1%
O=C(Cc1ccccc1)N1CCCC1c1ccccc1 (centres undefined) | ? | 16µM* | -2%
COc1ccc(C(=O)C2CCCN(Cc3c[nH]c4ccccc34)C2)c(OC)c1 (centres undefined) | 9.2µM* | 7.3µM* | -10%
Cc1ccc(C2CC(c3ccccc3)=NN2c2ccc(S(N)(=O)=O)cc2)cc1 (centres undefined) | ? | 29µM* | .
COc1ccc(-c2[nH]c(-c3ccccc3)nc2SCC(=O)Nc2nccs2)cc1 | 23µM* | 18µM* | -9%
COc1ccc(C(C)(C)C)cc1S(=O)(=O)n1ccnc1C | ? | 0% | -7%
COc1cccc(CNC(C)(C)CO)c1OCc1ccc(Cl)cc1 | ? | -20% | 12%
CCN(CC(=O)Nc1ccc(C)c(S(=O)(=O)N2CCOCC2)c1)Cc1ccccc1 | ? | 21µM* | 1%
O=C(Nc1c(-c2ccc(F)cc2)nc2ccccn12)c1cccc(F)c1 | ? | 21µM* | -2%
